Bioassay records (PubChem BioAssay)
12-LOX inh: inhibitors of human 12S-lipoxygenase ALOX12; P18054; purified 12hLO, xylenol orange hydroperoxide absorbance; Potency, µM (highest dose often 108 µM), inactives show top-dose activity change, negative = inhibition, hits mostly inhibitors; 580,000 tested, 1.1% active; active = well fitted inhibition curve with a large enough effect; inconclusive = small, poorly fitted or top-dose-only effect, or another doubt; inactive = no such curve, though single readings can be large or run the other way
Target sequence (P18054 whole entry, looked up): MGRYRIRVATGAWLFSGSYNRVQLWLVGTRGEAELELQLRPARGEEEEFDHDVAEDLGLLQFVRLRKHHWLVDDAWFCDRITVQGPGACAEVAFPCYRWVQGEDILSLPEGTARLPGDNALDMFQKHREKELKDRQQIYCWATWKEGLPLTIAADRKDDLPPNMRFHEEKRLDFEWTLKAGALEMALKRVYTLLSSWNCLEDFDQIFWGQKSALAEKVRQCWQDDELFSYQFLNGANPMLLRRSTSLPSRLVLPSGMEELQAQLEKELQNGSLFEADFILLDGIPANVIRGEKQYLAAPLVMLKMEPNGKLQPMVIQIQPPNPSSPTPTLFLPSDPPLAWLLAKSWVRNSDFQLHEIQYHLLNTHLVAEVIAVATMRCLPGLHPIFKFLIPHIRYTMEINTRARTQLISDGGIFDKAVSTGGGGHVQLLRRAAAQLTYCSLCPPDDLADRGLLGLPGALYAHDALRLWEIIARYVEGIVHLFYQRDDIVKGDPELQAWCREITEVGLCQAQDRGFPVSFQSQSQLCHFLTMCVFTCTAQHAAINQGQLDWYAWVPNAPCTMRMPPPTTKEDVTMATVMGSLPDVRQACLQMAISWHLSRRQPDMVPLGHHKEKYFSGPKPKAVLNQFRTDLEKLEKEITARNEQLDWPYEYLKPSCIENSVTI
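Purified human 12hLO (150 nM final) in 25 mM Hepes, 0.01% Triton X-100, pH 7.0 was preincubated 15 min at room temperature with compound. Then 40 uM arachidonic acid was added, 30 min. Hydroperoxide was read by Fe-XO absorbance ratio 573/405 nm.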
* = called active by the depositor; u = inconclusive; & = joins results of further samples; [ ] = dose if it differs, or a comment. % is set by controls: 0 for no effect and ±100 for the full control effect; potency is the fitted concentration of half-maximal effect. These rows are one share of the data; rates above refer to the full screens.

SMILES	12-LOX inh
CN(C)[C@H]1CCN(C(=O)c2ccc(SCCO)cc2)C[C@H]1CCC(=O)O	50%[activator]
Cc1[nH]c2ccccc2c1CC(=O)Nc1ccc(Nc2cccnc2)c(-c2ccc(Cl)c(Cl)c2)c1	u
Cc1ccc(C(=O)N2CCC3(CCC(=O)N(CC4CC4)CC3)CC2)cc1F	5%
CCCCNc1oc(/C=C/c2cccc(OC)c2)nc1C#N	u
Cc1ccccc1N1CCN(CCS(=O)(=O)c2ccc(Br)cc2)CC1	-12%
COCCn1nc(C(=O)NCC(c2ccccc2Cl)N2CCCC2)ccc1=O (stereo not given)	-3%
O=C(c1cc(C(F)(F)F)cc(C(F)(F)F)c1)N1CCC2(CC1)CCN(c1ccncc1)CC2	-2%[57.4 µM]
Cc1ccc(C(=O)N2CC3(Cc4ccccc4C(=O)N3)C2)cc1	8%[6.33 µM]
CC1CCCCN1C(=O)c1cc2cc([N+](=O)[O-])ccc2oc1=O (stereo not given)	16%
Cc1cc(=O)oc(C)c1C(=O)Nc1cc(C(F)(F)F)cc(C(F)(F)F)c1	-1%
COc1ccc(C(=O)N2CC[C@H](CO)[C@H](NC(=O)C3CC3)C2)cc1F	18%
O=C(c1ccncc1)N1C2CCC1CN(c1ccc(C(F)(F)F)cc1)C2	15%[6.33 µM]
CC(C)(C)c1csc(NC(=O)c2ccc3c(c2)OCCN(C2CCC2)C3)n1	u
O=C(COc1ccccc1)Nc1cccn2nc(C3CCC3)nc12	25%
O=C(Nc1c(F)c(F)c(F)c(F)c1F)c1ccc(-c2ccccc2)cc1	-49%
CN(C)CCCC(=O)N1CCC2(CC1)CN(C(=O)CCC(=O)O)CCO2	7%[6.33 µM]
O=C(NCCCc1nc2ccc(Cl)cc2[nH]1)[C@H]1CCC[C@@H](O)C1	32%[activator]
O=C(c1ccc(Cl)cc1)N1CCC2(CC1)CN[S+](=O)([O-])c1cccnc1O2	-1%[6.33 µM]
CC(C)(N)C(=O)N1CCCC(N2CCN(c3ccccc3)CC2)C1 (stereo not given)	7%
CCN(C(=O)Cn1cccc1-c1nc(-c2ccc(OC)c(F)c2)no1)c1ccccc1	23%
COc1ccc(NC(=O)N(C)C[C@H]2OCCCC[C@H](C)Oc3ccc(NC(=O)Nc4cccc5ccccc45)cc3C(=O)N([C@@H](C)CO)C[C@H]2C)cc1	-24%
O=C(Cn1nc2c(cc1=O)CCCCC2)N1CCN(Cc2ccc3c(c2)OCO3)CC1	-15%
COc1ccc(NC(=O)N2CCN(Cc3ccc(C)cc3)CC2)cc1	15%
COc1ccc(CNC(=O)Cn2c(=O)c(-c3noc(C)n3)c3n(c2=O)CCCC3)cc1	u
COc1ccc2c(C)c(CCC(=O)Nc3ccccc3)c(=O)oc2c1	3%
Going on with the list:
SMILES	12-LOX inh
CC[C@H]1CN(C(=O)C2CC2)CC[C@H]1CC(=O)N1CCC(C(=O)OC)CC1	22%[176 µM]
O=C(OC1CCCCC1=O)c1ccc(Br)cc1 (stereo not given)	u
CCNC(=O)Nc1ccc(OCC(=O)NCc2cc(F)cc(F)c2)nc1	49%[activator]
CC(COc1cccc(OC(F)(F)F)c1)CN1CCC(C(O)(c2ccccc2)c2ccccc2)CC1 (stereo not given)	-8%
Cn1ccnc1CN1CCC2(CC1)OC(=O)N(Cc1cccnc1)C2(C)c1ccccc1 (stereo not given)	83%[activator][176 µM]
Cc1cc(C(=O)N2c3ccccc3CC2c2nnc(C3CC3)o2)nn1C (stereo not given)	29%
COc1ccc2oc(-c3ccc(NC(=O)CC(C)C)cc3)nc2c1	3%
O=C(COc1ccccc1)Nc1ccc([C@@H](O)[C@H]2COCC(=O)N2)cc1	13%[176 µM]
Cc1ccc(C2NC(=O)N(CC(=O)Nc3ccc4c(c3)OCO4)C3=C2C(=O)OC3)cc1 (stereo not given)	1%
COc1ccc(C(=O)N2CCN(c3cc(-c4cccs4)[nH]n3)CC2)cc1OC	-7%
O=C(NC1CCN(c2cc(-c3ccccc3)[nH]n2)C1)c1ccccc1F (stereo not given)	4%
O=C(N[C@@H]1CN(Cc2cn[nH]c2-c2ccccc2)C[C@H]1CO)C1CC1	38%[activator]
CN1CC2(CCN(C(=O)N3CCOCC3)CC2)CC(c2ccccc2)C1=O (stereo not given)	1%
CCN(CC)c1nc2ccccc2nc1C(=O)Nc1ccc(F)cc1Cl	-10%
COc1cc2cc(C(=O)NCC(=O)Nc3nccs3)n(C)c2c(OC)c1OC	u
Cc1nc2c(c(=O)n1C)CCN(C(=O)NCc1ccco1)CC2	2%
CCOc1ccccc1N(CC(=O)NC1CC1)S(C)(=O)=O	u
CN(CC1CCOC1)C(=O)Nc1cccc(F)c1 (stereo not given)	29%
O=C(Cc1ccc2c(c1)CCCC2)NC1CCCCC1	20%
COC(=O)C1CN(Cc2ccc(Cl)cc2)CCS(=O)(=O)N1Cc1cn(Cc2ccc(F)cc2)nn1 (stereo not given)	u
CCNC(=O)CCc1c(CC)nn(-c2ccc(F)cc2)c1Oc1ccccc1	43%[activator]
O=C([C@@H]1C[C@H](Oc2cccnc2)CN1C(=O)c1ccsc1)N1CCOCC1	24%
Cc1cnc(C(=O)OCC(=O)c2ccc3ccccc3c2)cn1	-10%
COCCO[C@H]1C(=O)N(C2CCN(Cc3ccc(C#N)cc3)CC2)[C@H]1c1ccncc1	34%[activator]
COc1ccc(-c2cc(N3CCCN(C(=O)c4ccccc4)CC3)n[nH]2)cc1	u
The results go on:
SMILES	12-LOX inh
Cc1ccc(NC(=O)C2CC(=O)Nc3nc(C)nn32)cc1 (stereo not given)	-13%&16%
COc1ccc(CN2CCN(CC=C(C)C)CC2)cc1	8%
O=C(c1ccc(F)c(F)c1)N1CCC2(CC1)N=C(c1ccc(Cl)cc1)NO2	3%
COC[C@@H]1CN(C(=O)Cc2cccc(OC)c2)C[C@H]1c1ccccn1	43%[activator]
Cc1c(O)ccc2c(CN3CCCCC3C)cc(=O)oc12 (stereo not given)	u
COc1ccc(CN2CCc3nn(CC4CC4)c(=O)n3CC2)cc1	1%
COc1ccc(C(=O)N2CCN(Cc3cc(=O)n4ccsc4n3)CC2)cc1F	-14%
COc1ccc(OC)c(C(C)NCc2cn[nH]c2-c2ccc(F)cc2)c1 (stereo not given)	63%[activator]
CC(C)C[C@@H]1N[C@H](C(=O)NCc2ccccc2)Cc2c[nH]c3cccc1c23	4%[176 µM]
CCN(CC)C(=S)SCc1nc2ccccc2s1	0%
C#CCN1CCC(C(=O)Nc2ccccc2CC)CC1	u
COC(=O)C1=C(C)N(Cc2ccccc2)C(=S)NC1c1ccc(Cl)cc1 (stereo not given)	35µM*
CCN(CC)CCNc1nc2c(c(=O)n(C)c(=O)n2C)n1CC(O)COc1ccccc1C (stereo not given)	7%
COCC(=O)NC1CCC12CCN(C(=O)CCCc1ccccc1)CC2 (stereo not given)	-1%
COc1ccccc1N1CCN([C@H]2[C@@H]3OC[C@@H](O3)[C@@H](NCc3ccc4c(c3)OCO4)[C@@H]2O)CC1	57%[activator]
CNc1nccc(N2CCC(CC(=O)N3CCN(c4ccccc4C)CC3)CC2)n1	31%[activator]
COc1ccc(C=O)cc1OCc1ccc(F)cc1Cl	-20%
O=c1cc(CN2CCN(c3ccc(F)cc3)CC2)c2cc(Cl)c(O)cc2o1	-26%&-10%
CC(=O)Oc1ccc2oc(=O)c(-c3ccccc3)c(C)c2c1	90%[activator]
COc1ccc2oc(=O)c(-c3ccccc3)c(C)c2c1	10%
c1ccc2ncc(CN3CCC[C@H]3c3nc(-c4ccc(OC5CCCCC5)nc4)no3)cc2c1	34%[activator]
O=C(NCCn1ccn2nc(-c3ccc(F)cc3)cc2c1=O)c1cccs1	7%
CN(C)C(=O)CN1CCN(C(C(=O)O)c2c[nH]c3ccc(OCc4ccccc4)cc23)CC1 (stereo not given)	-12%
CCCNC(=O)NCC(=O)N1CCCCCNC(=O)CC1c1ccccc1 (stereo not given)	9%
COc1ccc(C(=O)N2[C@@H]3CC[C@H]2CC(NC(=O)c2ccc(F)cc2)C3)cc1OC (stereo not given in full)	18%

In the list so far, these contain a cyano group.
SMILES	12-LOX inh
CCCCNc1oc(/C=C/c2cccc(OC)c2)nc1C#N	u
COCCO[C@H]1C(=O)N(C2CCN(Cc3ccc(C#N)cc3)CC2)[C@H]1c1ccncc1	34%[activator]

Next section
SMILES	12-LOX inh
Fc1ccc(-c2nc(CC3CCNC3)no2)cc1 (stereo not given)	68%[activator]
CCCN(CCC)c1nc(N)nc(Cl)n1	2%
Cc1cc(C(F)(F)F)nn1Cc1nc2c3c4c(sc3ncn2n1)CCC4	38%[activator]
CS(=O)(=O)c1ccc(CN2CCN(c3ncc(F)cn3)CC2)cc1	u
COc1ccccc1CCC(=O)N1CCCC(Nc2ccc(F)cc2)C1 (stereo not given)	28%
Cc1cc(NC(=O)Cn2ccn3nc(-c4ccccc4)c(CO)c3c2=O)n[nH]1	65%[activator]
COc1ccc(CN[C@H]2[C@H](O)[C@H](O)C[C@@H]2c2ccc(C(F)(F)F)cc2)cc1	47%[activator][176 µM]
CCCCCCC1COC(c2ccc(O)cc2)OC1 (stereo not given)	-3%
Cc1ccccc1-n1c(C)c(C)n2c3c(=O)[nH]c(=O)n(C)c3nc12	-1%
CC(=O)N1CCC(C(=O)NC2CCCN(c3cc(-c4ccc(Cl)cc4)[nH]n3)C2)CC1 (stereo not given)	15%
COC(=O)C(C)CNCc1ccccc1 (stereo not given)	-1%
CCNC(=O)CN1CCN(C(=O)CCc2ncc(-c3ccc(Cl)cc3)o2)CC1	u
O=C(C1CC(=O)N(c2n[nH]c3cc(Br)ccc23)C1)N1CCSCC1 (stereo not given)	17%
COc1ccc(CN2Cc3cc(NC(=O)c4ccc([N+](=O)[O-])cc4)ccc3OC(C)C2=O)c(OC)c1 (stereo not given)	37%
Cc1cc(CN2CCC3(CC2)CC(c2ccccc2)C(=O)N(C2CC2)C3)on1 (stereo not given)	3%
COCCn1c(=O)c(-c2cccc(C#N)c2)nc2cnc(N3CCNCC3)nc21	-6%
COc1ccc(-c2[nH]c(-c3ccc(F)cc3)nc2SCC(=O)Nc2nccs2)cc1	-9%
CONC(=O)c1ccc(C(=O)OC)cc1	0%
Cc1cc2oc(=O)cc(CN3C(=O)c4ccccc4S3(=O)=O)c2cc1C(C)C	u
Cc1cc(C(F)(F)F)nn1CC(=O)N1CCCC(c2[nH]ccc2C(N)=O)C1 (stereo not given)	31%
Cc1c(-c2ccccc2)c(=O)oc2ccc(OS(=O)(=O)c3ccc(Cl)cc3)cc12	2%
Cc1cc(=O)oc2cc(NC(=O)C(CCCCN)NC(=O)C(CC3CCCCC3)NC(=O)OCC3c4ccccc4-c4ccccc43)ccc12 (stereo not given)	u
COc1cc(NC(=O)Cn2ccn3nc4c(c3c2=O)CCCCC4)cc(OC)c1OC	13%
CCONC(=O)c1cc2ccc(C(C)(C)C)cc2[nH]1	13%
O=C(O)c1ccc2cc(-c3ccc(O)c(C45CC6CC(CC(C6)C4)C5)c3)ccc2c1	16%[57.4 µM]

Reformatted with the structure last: part of the list above
12-LOX inh	canonical_smiles
2%	Cc1c(-c2ccccc2)c(=O)oc2ccc(OS(=O)(=O)c3ccc(Cl)cc3)cc12
13%	COc1cc(NC(=O)Cn2ccn3nc4c(c3c2=O)CCCCC4)cc(OC)c1OC
37%	COc1ccc(CN2Cc3cc(NC(=O)c4ccc([N+](=O)[O-])cc4)ccc3OC(C)C2=O)c(OC)c1 (stereo not given)

More structures
SMILES	12-LOX inh
CCOC(=O)C1=CCC(c2ccc([N+](=O)[O-])cc2)N(S(=O)(=O)c2ccc(C)cc2)C1 (stereo not given)	u
CSc1ccc(C(C)NC(=O)Cc2cccc(F)c2)cc1 (stereo not given)	u
Cc1oc(-c2ccccc2)nc1C(=O)Nc1nc(C(C)C)cs1	u
CC(C)c1ccccc1NC(=O)c1cc2ccccc2oc1=O	-34%
CCn1c(C2CCN(C(=O)[C@@H](N)Cc3cnc[nH]3)CC2)nn(C)c1=O	64%[activator]
Cn1c(CN2CCCCC2)nc2cc(NC(=O)COc3ccccc3)ccc21	6%
CCn1cc(-c2nc3c([nH]2)CC(C)(C)CNC3=O)cn1	-12%
Cc1nc(-c2ccc(S(=O)(=O)Nc3ccc(C)c(Cl)c3)cc2)co1	u
CCCNC(=O)c1cn(C)nc1-c1ccc2c(c1)OCCCO2	13%
CCN1c2cc(C(=O)Nc3cccc(C(F)(F)F)c3)ccc2C(=O)N2CCCCCC21 (stereo not given)	0%
Cc1ccc(NC(=O)c2nc3ccccc3nc2Cl)c(C)c1	13%
N#Cc1cccnc1N1CCC(NC(=O)c2ccc3nccn3c2)CC1	10%

Another view of part of the listing above:
| canonical_smiles | 12-LOX inh |
| --- | --- |
| Cc1nc(-c2ccc(S(=O)(=O)Nc3ccc(C)c(Cl)c3)cc2)co1 | u |
| CC(C)c1ccccc1NC(=O)c1cc2ccccc2oc1=O | -34% |
| N#Cc1cccnc1N1CCC(NC(=O)c2ccc3nccn3c2)CC1 | 10% |

Shown in CSV form: part of the list above
molecule,12-LOX inh
COc1ccc(C(=O)N2CC[C@H](CO)[C@H](NC(=O)C3CC3)C2)cc1F,18%
COc1ccc2oc(-c3ccc(NC(=O)CC(C)C)cc3)nc2c1,3%
